AI-2 QS mod: Vibrio harveyi AI-2 quorum sensing modulators, primary screen, JMH597 strain, luminescence/OD600 ratio; Vibrio harveyi JMH597 AI-2 luminescence/OD600 ratio, 9 h; stronger effect = lower value; strain lacks LuxN and CqsS sensors; 0 = neutral-control median; AID 2094, 2009; 300,000 compounds, 0.4% hits; activity change, % at 7.5 µM; in the data active = activity change below about -75%, passing the limit was not always enough; inconclusive = no clear call, values can overlap the other calls;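 note: luminescence divided by OD600 gain over 9 h not by final OD600 alone; inactives centre near 13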
KLF5 inh: KLF5 expression inhibitors, primary screen, DLD-1 cells, luminescence; DLD-1 KLF5 promoter-luciferase reporter; inhibition, % at 5 µM; 290,000 compounds, 0.23% hits; AID 1700, 2009;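 active = inhibition above a per-plate limit of that plate's mean compound inhibition plus 3 SD, cut at about 60% in these data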;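 note: 0% = DMSO wells and 100% = LY294002 at 200 µM; higher means less KLF5 promoter-driven luciferase light; inactives centre near -14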
aSyn 5UTR inh: MLPCN primary screen, SNCA 5' untranslated region. alpha-synuclein 5'UTR reporter, inhibitor activity. inhibition, % (tested at 7.5 µM). 300,000 compounds, 0.82% hits. AID 1813, 2009; in the data active = inhibition above about 60%; inconclusive = no clear call, values can overlap the other calls;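 note: H4 neuroglioblastoma cells stably carrying SNCA 5'UTR luciferase fusion; 0% = DMSO wells and 100% = positive control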
HSF1 inhib: HSF1 inhibitors in luciferase reporter cells, primary screen, cell-based, NIH3T3, luminescence; NIH3T3-HGL HSE-luciferase, MG132-induced, luminescence 8 h; stronger effect = lower value; activity change, negative = inhibition, % at 7.5 µM (by protocol); 300,000 compounds, 0.77% hits; AID 2098, 2009;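 active = more than half of replicate wells show activity change below -50%, luminescence cut by over half; inconclusive = some wells, but at most half, below -50%; inactive = no replicate well below -50%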;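 note: luciferase reports HSF-1 transcriptional activity via heat shock element; 0% = median of DMSO wells and -100% = zero luminescence signal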
HSF1 activator: HSF-1 activators, primary screen, NIH3T3-HGL cells, MG132 stress, luminescence, single point | NIH3T3-HGL HSF-1 luciferase reporter, 8 h; 100% = twice DMSO control signal | activation, % at 9 µM | 300,000 compounds, 1.7% hits;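 active = mean replicate activation of at least 50% with a set share of replicates each reaching 50%; inconclusive = only one of those two conditions met; inactive = mean below 50% and too few replicates reaching it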;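 note: 0% = median of the neutral control wells and 100% = twice that signal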
HSP90 inh: HSP90 inhibitors, primary screen, cell lysate, luminescence | inhibition, % at 5.6 µM | Rabbit reticulocyte lysate, luciferase refolding luminescence, 3 h | AID 1789, 2009 | Heat shock protein HSP 90 (rabbit reticulocyte lysate; luciferase refolding) | 290,000 compounds, 0.91% hits;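 active = inhibition above the screen-wide mean plus 3 SD, computed separately per campaign, cut at about 16% in these data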;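 note: 0% = DMSO wells and 100% = 60 µM geldanamycin wells; inhibitors lower the luminescence because luciferase stays unfolded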
HIF activator: HIF pathway transcriptional activators, primary screen, cell-based, U2OS HRE-luciferase, luminescence. activation, % at 7.5 µM (by protocol). 300,000 compounds, 0.32% hits. U2OS HRE-luciferase reporter; normalized: DMSO 0%, desferrioxamine 100%. AID 1910, 2009;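 active = mean activation of at least 10% of the iron chelator positive control signal, with at least half of replicates also reaching 10%; inconclusive = mean and replicate majority disagree about reaching 10%; inactive = mean and most replicates under 10%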
GSK3beta inhib: human GSK3beta kinase inhibitors, primary screen, biochemical, cell-free homogeneous, HTS; GST-GSK3beta kinase, ADP-Glo luminescence, 60 min; stronger effect = lower value; 300,000 compounds, 0.038% hits; activity score (negative = inhibition), % at 10 µM;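 active = more than half of replicate wells score below -50%, meaning over 50% inhibition versus plate controls; inconclusive = some replicates but at most half score below -50%; inactive = no replicate scores below -50%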;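 note: 0% = median DMSO wells and -100% = median GW8510 positive control wells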
Target sequence (P49841 whole entry, looked up): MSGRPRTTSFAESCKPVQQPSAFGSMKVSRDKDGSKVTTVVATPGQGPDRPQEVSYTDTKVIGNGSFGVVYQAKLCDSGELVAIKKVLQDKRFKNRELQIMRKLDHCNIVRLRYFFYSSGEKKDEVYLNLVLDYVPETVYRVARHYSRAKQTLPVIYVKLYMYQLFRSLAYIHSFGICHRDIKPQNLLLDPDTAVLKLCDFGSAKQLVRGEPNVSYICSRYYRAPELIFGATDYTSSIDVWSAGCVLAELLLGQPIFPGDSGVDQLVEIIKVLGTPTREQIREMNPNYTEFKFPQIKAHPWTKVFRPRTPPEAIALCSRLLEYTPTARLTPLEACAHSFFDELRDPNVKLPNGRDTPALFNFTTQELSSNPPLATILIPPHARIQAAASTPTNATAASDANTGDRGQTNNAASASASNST
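test system = GST-tagged human GSK3beta kinase, cell-free | reagent = 25 µM ATP with peptide substrate | dosing = one dose of 10 µM per compound | schedule = 60 min reaction, RT | detection = luminescent ADP-Glo measurement of ADP formed | control set = DMSO neutral wells and GW8510 at 20 µM as positive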
GSK3 alpha inh: blockers of GSK3A enzyme activity – biochemical, luminescence, cell-free homogeneous, HTS, primary screen. Glycogen synthase kinase-3 alpha (Homo sapiens), P49840. GSK-3 alpha kinase, ADP-Glo luminescence, 60 min. inhibition, % at 10 µM. 320,000 compounds, 0.1% hits. AID 2650, 2010;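 in the data active = inhibition above about 50%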;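 note: GST-tagged GSK-3 alpha with peptide substrate and 25 µM ATP; 0% = DMSO neutral wells and 100% = GW8510 positive control wells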
Target sequence (P49840 whole entry, looked up): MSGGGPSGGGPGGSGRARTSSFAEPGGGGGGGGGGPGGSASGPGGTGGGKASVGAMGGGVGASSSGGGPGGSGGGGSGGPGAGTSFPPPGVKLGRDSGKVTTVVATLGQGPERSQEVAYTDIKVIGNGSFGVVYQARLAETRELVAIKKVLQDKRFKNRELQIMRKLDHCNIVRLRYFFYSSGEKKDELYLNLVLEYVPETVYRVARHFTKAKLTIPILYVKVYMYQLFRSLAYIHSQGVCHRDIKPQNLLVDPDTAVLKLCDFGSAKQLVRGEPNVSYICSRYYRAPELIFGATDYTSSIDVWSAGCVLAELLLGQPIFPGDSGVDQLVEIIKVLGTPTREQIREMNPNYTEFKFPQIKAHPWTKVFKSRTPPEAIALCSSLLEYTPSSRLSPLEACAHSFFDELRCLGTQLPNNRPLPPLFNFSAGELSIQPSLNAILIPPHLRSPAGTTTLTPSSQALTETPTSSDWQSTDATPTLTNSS
IEC-6 tox: cytotoxicity in IEC-6 intestinal epithelial cells, primary screen, cytotoxicity control for KLF5 inhibitor project, cell-based, luminescence. IEC-6 cytotoxicity, luminescence viability. inhibition, % at 5 µM. 290,000 compounds, 0.78% hits. AID 1825, 2009; in the data active = inhibition above about 22%;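 note: 0% = plate median of test compound wells and 100% = cytotoxic reference compound wells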
Active calls of the source: *; ? = inconclusive; / = no result given.

Compound	AI-2 QS mod	KLF5 inh	aSyn 5UTR inh	HSF1 inhib	HSF1 activator	HSP90 inh	HIF activator	GSK3beta inhib	GSK3 alpha inh	IEC-6 tox
COc1cccc2c1OC1(C)CC2NC(=O)N1c1cccc(C(=O)N2CCN(c3ccccn3)CC2)c1 (stereo unspecified)	5	-2	19	3	1	-1	0.5	3	-1	-4
Cc1ccn2cc(-c3cccc(S(=O)(=O)N4CCCCC4)c3)nc2c1	18	-25	-10	6	5	-2	0.3	3	-4	4
O=C1C=CC(=O)N1c1ccc(N2CCCCC2)cc1	?	-12	10	22	26	1	-0.4	-6	/	-10
COc1ccc(CC(=O)c2ccc(OC)c(OC)c2)cc1	23	-37	-24	-7	4	-2	0.9	3	0	-3
O=C(O)C1C2C=CC(C2)C1C(=O)Nc1cccc(F)c1 (stereo unspecified)	19	-34	-14	-13	-8	3	0.2	-4	0	-5
COc1ccc(CCNC(=O)C2CCC(C(C)(C)C)CC2)cc1OC (stereo unspecified)	-1	-25	10	-2	6	-1	-0.4	1	2	-2
COc1cccc(NC(=O)c2ccc(CN3CCc4ccccc4C3)cc2)c1	26	-37	-104	7	-7	-3	2.5	5	-2	0
COc1ccc(NC(=S)Nc2cccc(C(F)(F)F)c2)c(C)c1	25	3	-56	-12	14	-3	-0.5	-1	0	-5
OC(CN1CCc2ccccc2C1)c1ccccc1 (stereo unspecified)	-6	4	-22	-5	7	1	0.0	0	-2	4
COC(=O)C1=CN(C)C=C(C(=O)OC)C1c1ccsc1	20	-10	-8	-1	11	4	-0.1	-2	/	-4
C=CCNc1c2c(nc3ncnn13)CC(C)CC2 (stereo unspecified)	4	12	18	-1	21	3	-0.4	5	4	0
Cc1ccc(CN2CCN(CC(=O)NC(C)CCc3ccccc3)C2=O)cc1 (stereo unspecified)	11	-22	39	2	9	1	-0.3	4	-1	3

Continued.
Compound	AI-2 QS mod	KLF5 inh	aSyn 5UTR inh	HSF1 inhib	HSF1 activator	HSP90 inh	HIF activator	GSK3beta inhib	GSK3 alpha inh	IEC-6 tox
COc1ccc(OC)c(C2C3CN(C(C)C)CC=C3C(C#N)=C(N)C2(C#N)C#N)c1 (stereo unspecified)	16	-8	19	-3	6	3	-0.4	-2	5	-2
COc1ccc(Br)cc1S(=O)(=O)NNC(=O)c1c(C)nc2ccccn12	10	5	18	4	-3	-2	-0.4	0	-2	-8
Cc1cc(C(=O)N2CCN(C(=O)c3ccco3)CC2)ccc1[N+](=O)[O-]	11	-20	22	-8	-12	-2	-0.2	-4	1	2
O=C(Cc1ccccc1F)NC1CCCN(Cc2ccc(Cl)cc2)C1 (stereo unspecified)	14	-5	-3	3	19	-1	-0.5	4	-4	-2
Cc1cccc(C(=O)Nc2ccccc2C(=O)OCc2c(C)noc2C)c1	4	-24	18	2	0	0	0.2	5	/	-2
COc1ccc(OC)c(CNC(=O)CCSCc2ccc(F)cc2Cl)c1	27	-18	13	5	4	0	-4.5	1	-1	-1
Cc1ccc2c(c1)c1c(n2C)C(=O)CCC1	12	-48	11	-3	7	-10	-0.1	0	-1	0
COc1cc(C(=O)OCC(=O)Nc2ccc(SC(F)F)cc2)cc(OC)c1OC	1	0	9	-1	-9	-1	-0.1	-11	0	-2
CCCNC(=O)c1cc(S(=O)(=O)N2CCCCC2)ccc1N1CCOCC1	23	/	-3	-6	-14	/	-0.2	0	0	/
CN(Cc1cn(-c2ccccc2)nc1-c1cc2ccccc2o1)C(=O)CCC(=O)O	24	-13	-16	3	17	0	0.7	5	-4	7
N/C(=N\S(=O)(=O)c1ccccc1)c1ccc([N+](=O)[O-])cc1	-2	-4	7	4	3	3	0.0	-4	-3	4
CCn1c(=O)c2sccc2n(Cc2ccccc2)c1=O	-5	-29	32	-1	17	4	-0.8	-8	-2	2

(list continues)
Compound	AI-2 QS mod	KLF5 inh	aSyn 5UTR inh	HSF1 inhib	HSF1 activator	HSP90 inh	HIF activator	GSK3beta inhib	GSK3 alpha inh	IEC-6 tox
O=C(CN1CCSc2ccccc21)NCCCc1ccccc1	5	-6	/	/	/	4	/	1	1	2
O=C(O)CSc1nnc(NC(=O)CN2CCOCC2)s1	9	-28	12	-5	-4	3	0.2	3	2	-2
CCN(CC(=O)Nc1ccc(NC(C)=O)cc1)C(=O)c1ccc(=O)[nH]c1	15	-47	9	-5	-3	-2	-0.5	-2	-2	-4
Cc1cc(C)n(CCC(=O)N2CCCC(Nc3ccc(F)cc3)C2)n1 (stereo unspecified)	20	-40	8	0	0	-5	-0.3	-4	2	-6
O=C1CN(c2ccccc2F)C(=O)CN1c1ccccc1F	24	14	12	-1	-2	0	-0.4	-5	-3	2
CCCc1nn2c(=O)cc(CSCC(=O)Nc3nnc(CC)s3)nc2s1	33	-24	2	9	26	0	-0.4	0	4	1
O=C(CCS(=O)(=O)c1ccccc1Cl)NCCC1=CCCCC1	10	-69	-49	7	19	-1	0.7	-5	4	2
C[C@@]12C(=O)N(c3cccc(F)c3)C(=O)N1[C@H](c1ccc(F)cc1)[C@@H]1C(=O)N(C3CCCCC3)C(=O)[C@@H]12	28	-8	7	0	21	-4	-6.2	-1	-1	-9
CCCC12CN3CCN(CC(C3)/C1=N\NC(=O)Nc1ccccc1)C2	6	3	1	-8	0	-2	/	0	4	-1
COC(=O)c1ccccc1NC(=O)N1c2ccccc2Sc2ccccc21	3	-15	10	9	20	-1	-0.1	-1	2	-4
Cc1ccc(Cl)cc1-n1c(SCC(=O)NCCC2=CCCCC2)nc2n[nH]c(C)c2c1=N	16	-1	2	33	56*	0	0.2	-2	1	0
O=C(CSc1nc2sc3c(c2c(=O)n1-c1ccccc1)CCCC3)N/N=C/c1ccccc1C(=O)O	10	-22	19	8	15	-5	-0.3	0	-4	-4

Next section
Compound	AI-2 QS mod	KLF5 inh	aSyn 5UTR inh	HSF1 inhib	HSF1 activator	HSP90 inh	HIF activator	GSK3beta inhib	GSK3 alpha inh	IEC-6 tox
Cc1cc(NC(=O)CCN2CCN(Cc3ccccc3)CC2)ccc1Br	18	-18	-10	-2	-10	3	0.1	-3	0	7
O=C(O)CCCc1ccccc1	14	-3	/	/	/	12	/	/	/	-1
CN(Cc1ccon1)C(=O)CCc1nnc(Cc2ccc(-c3ccccc3)cc2)o1	27	-11	-20	11	12	-1	0.4	5	-1	-1
CN1C(=O)/C(=C/C=C2\SCCN2C)OC1=S	2	-25	-169	0	?	-2	3.5	-2	0	-4
CSCCC(NC(=O)COc1ccccc1)C(=O)OCC(=O)c1ccccc1 (stereo unspecified)	6	/	7	-1	-18	/	1.1	1	-1	/
O=S(=O)(NCc1ccco1)c1cccc2cccnc12	32	4	3	1	-2	-2	0.3	3	7	-3
Cc1cccc(C(=O)OC(C)C(=O)Nc2ccc(S(=O)(=O)N3CCCC3)cc2)c1O (stereo unspecified)	42	/	2	42	39	/	0.6	-3	0	/
Cc1ccc(S(=O)(=O)N2CCN(C(=O)c3nn(C(C)C)c(=O)c4ccccc34)CC2)cc1C	3	-25	27	13	41	3	-0.2	2	0	2
CCOC(=O)c1c(NC(=O)COC(=O)C2CC2C)sc(C)c1C (stereo unspecified)	1	-5	3	-2	-16	-3	0.2	0	0	4
CCN(CC)Cc1c(NC(=O)c2ccccc2)sc(C)c1C	10	-31	-87	15	21	-2	1.2	-3	0	-4
O=C(Nc1ccccc1)Nc1ccc(Nc2ccccc2)cc1	1	/	-111	23	41	/	1.8	-6	3	/
Cc1c(C(C)C)c(=O)n(-c2ccc(S(=O)(=O)NCc3ccccc3)cc2)n1C	8	-21	-35	6	5	2	-0.7	0	-1	6

(cont.)
Compound	AI-2 QS mod	KLF5 inh	aSyn 5UTR inh	HSF1 inhib	HSF1 activator	HSP90 inh	HIF activator	GSK3beta inhib	GSK3 alpha inh	IEC-6 tox
C/C(=N/NC(=O)c1ccc2c(c1)OCO2)c1ccc(NC(=O)C(F)(F)F)cc1	6	-8	-127	4	17	-1	1.4	1	-3	1
COc1ccc(S(=O)(=O)Nc2ccc(N3CCOCC3)cc2)cc1	27	-37	-10	-6	16	-3	-0.4	1	-4	-3
COc1ccc(NC(=O)CN2CCN(S(=O)(=O)N3CCCCCC3)CC2)cc1	23	-6	-17	1	-6	-5	0.3	0	-1	-6
COc1cc2[nH]c(C(=O)N(C)Cc3ccccc3)cc2c(OC)c1OC	-9	-1	20	1	-7	-2	0.4	1	-1	5
O=C(N/N=C/c1ccccc1[N+](=O)[O-])c1ccc(COc2ccccc2-c2ccccc2)cc1	6	-3	-31	3	14	2	-0.1	5	-1	4
CCOc1ccc(C(=O)NCc2ccncc2)cc1OCC	7	21	21	-61*	-64	-4	-0.2	1	-1	-5
COc1ccc(/C=N/NC(=O)c2ccc(COc3ccccc3Cl)o2)c(OC)c1C	13	-48	34	0	9	1	-2.4	0	-3	11
COc1ccc(C(=O)CSc2ncn[nH]2)cc1OC	2	-10	12	0	2	6	-0.2	6	-1	2

Assay outcomes deposited in PubChem BioAssay by several laboratories.
